# 12-hLO inh: blocks human 12-lipoxygenase activity. P18054. purified 12-hLO, xylenol orange hydroperoxide absorbance. Potency, µM (titrated, usually from 57.1 µM), without a hit: top-dose activity change, negative = inhibition, most hits filed as inhibitors. hit rate 0.12% among 150,000. AID 1452; also: potency is read from the fitted curve at half-maximal effect; nearly all actives have a fitted effect of over 55% in size; many of its hits are not listed in these tables
# Target sequence (P18054 whole entry, looked up): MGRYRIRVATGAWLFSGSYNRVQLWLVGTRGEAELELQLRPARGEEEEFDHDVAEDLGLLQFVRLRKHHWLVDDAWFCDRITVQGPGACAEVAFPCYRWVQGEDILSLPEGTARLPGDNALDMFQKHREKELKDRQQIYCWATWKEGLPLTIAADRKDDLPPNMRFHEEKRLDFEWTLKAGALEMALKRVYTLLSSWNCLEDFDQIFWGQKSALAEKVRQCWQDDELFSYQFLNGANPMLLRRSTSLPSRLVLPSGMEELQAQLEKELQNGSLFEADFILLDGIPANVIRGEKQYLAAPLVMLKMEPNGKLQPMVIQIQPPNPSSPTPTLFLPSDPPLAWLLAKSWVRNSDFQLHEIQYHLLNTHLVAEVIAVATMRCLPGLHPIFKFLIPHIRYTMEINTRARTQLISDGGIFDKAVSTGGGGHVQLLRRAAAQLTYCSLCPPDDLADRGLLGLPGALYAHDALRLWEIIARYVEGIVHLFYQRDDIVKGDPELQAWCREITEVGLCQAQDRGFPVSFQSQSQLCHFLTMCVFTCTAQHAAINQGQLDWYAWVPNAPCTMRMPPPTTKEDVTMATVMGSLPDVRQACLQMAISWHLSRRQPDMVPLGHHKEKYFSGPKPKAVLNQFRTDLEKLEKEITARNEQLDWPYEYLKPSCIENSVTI
#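 Xylenol orange chromogenic assay: hydroperoxide from 12hLO oxidises Fe(II), giving red-shifted Fe(III)-XO absorbance. Conditions: 150 nM enzyme, 40 uM arachidonic acid, 25 mM Hepes pH 7.0, 0.01% Triton X-100, 30 min, room temperature.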
# ALOX15B inhib: blocks human 15-lipoxygenase 2 activity; O15296; purified 15hLO-2, xylenol orange hydroperoxide absorbance; Potency, µM (highest dose often 57.1 µM), without a hit: top-dose activity change, negative = inhibition, usual class: inhibitors; hit rate 0.56% among 110,000; also: potency is read from the fitted curve at half-maximal effect; nearly all actives have a fitted effect of over 60% in size; many of its hits are not listed in these tables
#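 Read-out: hydroperoxide product oxidises ferrous iron, measured as xylenol orange complex via the 573-to-405 nm absorbance ratio after 30 min. Reaction: 50 nM enzyme, 15 min compound preincubation, 45 uM arachidonic acid, 90 min RT, Hepes pH 7.5 with Triton X-100.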
# PNC inhibitor: blocks assembly of the perinucleolar compartment | PC3M PTB-GFP, PNC prevalence imaging, 16 h; active compounds read low | activity change (PNC), negative = inhibition, % at 10 µM | hit rate 3.1% among 140,000;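 active = readout at or below -70, meaning at least 70% loss of cells showing the perinucleolar compartment, a nuclear body marking cancer cells; inconclusive = readout between -30 and a set limit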;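 also: plate controls were DMSO wells for no effect and camptothecin positive control wells for full effect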
#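 PC3M cells stably expressing PTB-GFP, 750–1000 cells/well, treated 16 h at 37 °C with compound (23 nl of library stock), in duplicate. After paraformaldehyde fixation and Hoechst stain, imaged at 20x; PNC prevalence scored by image analysis.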
# IMPase cell inh: IMPase inhibition in cells. P97697. CHO-M1 cells, IP1 accumulation, HTRF TR-FRET ratio. inhibition (IP1 accumulation), % at 46.1 µM. 120,000 tested, under 10 active. AID 901; active = well fitted curve in the direction sought with a large enough effect in the signal ratio, not every such curve was filed as active; inconclusive = small, poorly fitted or top-dose-only effect, or a change in a side signal; inactive = no such curve, though single readings can be large or run the other way; the % refers to the signal ratio;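 also: cells stimulated with carbachol in lithium chloride buffer; plate controls were DMSO basal wells for no effect and reference inhibitor wells for full effect; higher means more IMPase inhibition seen as more IP1 and lower FRET ratio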
# Target sequence (P97697 whole entry, looked up): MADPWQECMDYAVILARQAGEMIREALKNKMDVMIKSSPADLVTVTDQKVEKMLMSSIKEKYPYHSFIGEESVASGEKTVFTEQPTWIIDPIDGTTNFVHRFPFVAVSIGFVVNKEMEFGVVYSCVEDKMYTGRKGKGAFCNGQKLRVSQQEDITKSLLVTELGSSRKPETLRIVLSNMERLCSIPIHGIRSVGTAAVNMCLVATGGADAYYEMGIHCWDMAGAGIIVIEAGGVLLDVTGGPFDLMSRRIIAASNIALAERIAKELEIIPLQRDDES
#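 Cellular IMPase inhibition is scored as a rise in cytosolic IP1, detected by competitive TR-FRET between d2-labelled IP1 and a europium anti-IP1 antibody. M1-expressing CHO cells were stimulated with carbachol for 30 min at 37C, with lithium (50 mM LiCl) present in the buffer.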
# The depositor's hits bear a star; u = inconclusive; x = not tested or not shown; [ ] = remark or other dose. Unless noted, calls follow the shape of the dose curve; as a rule, active = well fitted curve in the direction sought with a large enough effect; inconclusive = small, poorly fitted or top-dose-only effect, or another doubt; inactive = no such curve, though single readings can be large; an effect the other way counts as inactive or inconclusive. Unless noted, % is scaled to controls: 0 for no effect and ±100 for the full control effect.
SMILES,12-hLO inh,ALOX15B inhib,PNC inhibitor,IMPase cell inh
Nc1cc2ccccc2oc1=O,0%,7%,34,7
O=C(OCC(=O)c1ccccc1Cl)c1cnccn1,1%,x,0,x
COCCOC(=O)c1c(C)oc2ccc(OC(=O)COc3c(F)c(F)c(F)c(F)c3F)cc12,9%,5%,34,13
COc1ccc(CNC2CCCCC2)cc1,-8%,-1%,18,-3
COC(=O)C1CCN(C(=O)CCC2CCCCC2)CC1,-3%,-7%,52,5
O=C(CSCc1nc2ccccc2[nH]1)Nc1ccc(Oc2ccccc2)cc1,4%,x,55,3
Cc1ccc2cc(CN(Cc3ccco3)C(=O)c3cccs3)c(=O)[nH]c2c1,-15%,-17%,-4,-2
COC(=O)c1c(C(=O)OC)c(-c2ccccc2)n2c1CCC2,2%,1%,23,1
Cc1ccc(C2CC(=O)c3cnc(NC(=O)c4ccco4)nc3C2)cc1 (stereo not drawn),-6%,-7%,10,4
Cc1nc(NCc2ccccc2)[nH]c(=O)c1CCC(C)C,2%,10%,13,-1
CCOC(=O)c1sc(Nc2nc3c(OC)cccc3s2)cc1C,-9%,x,89,-5
COc1ccc(C(=O)/C=C2/c3ccccc3CC(C)(C)N2C)cc1OC,2%,x,-3,x
Cc1cc(C)nc(NC(=O)NS(=O)(=O)Nc2ccc(Br)cn2)n1,4%,-2%,2,-8
Cc1ccc(C2=NC(C)(C)NC2=O)cc1,0%,6%,-11,-11
O=C(NCCc1ccccc1)C1CCN(S(=O)(=O)c2ccc(-n3cnnn3)cc2)CC1,-4%,6%,38,-1
O=C(NC1CCCCC1)C1CCCN(c2nnnn2-c2ccccc2)C1 (stereo not drawn),1%,2%,28,11
CCn1c(COc2ccc(Cl)c(C)c2)nnc1SCC(=O)N1CCCC1,10%,-1%,27,8
Cc1cc(C(=O)c2ccc(C(C)(C)C)cc2)c(NC(=O)CCl)s1,-3%,x,-2,-6
CC(C)(C)NC(=O)[C@@H]1C[C@@H]2CCCC[C@@H]2CN1C[C@@H](O)[C@H](Cc1ccccc1)NC(=O)[C@H](CC(N)=O)NC(=O)c1ccc2ccccc2n1,0%,26%,x,x
Oc1c(Br)cc(Br)cc1/C=N/N1CCN(Cc2ccccc2)CC1,1%,x,13,x
Cc1nnc(SCC(=O)Nc2c(Cl)cccc2Cl)[nH]c1=O,-1%,-2%,-30,-3
Cc1ccc(C(=O)Oc2ccccc2N2C(=O)C3CCC(C)CC3C2=O)cc1 (stereo not drawn),-8%,-5%,-10,8
CCC(C)OC1OC(CO)C(O)C(O)C1NC(C)=O (stereo not drawn),-3%,x,-9,-4
Cc1ccc(C)c(N(CC(N)=O)S(C)(=O)=O)c1,-1%,0%,u,-3
CCOC(=O)NC(NC(=S)Nc1ccc(OCC)cc1)C(Cl)(Cl)Cl (stereo not drawn),-2%,x,31,x
c1ccc(-c2noc(C34CC5CC(CC(C5)C3)C4)n2)nc1,-4%,1%,68,-6
CC1(C)CC(=O)c2cnc(NCC3CCCO3)nc2C1 (stereo not drawn),9%,1%,u,-1
Cc1cc2ncn(C3CC(=O)N(C)C3=O)c2cc1C (stereo not drawn),7%,-2%,-17,3
CCC1=C2CC[C@H]3C(=O)NC(=O)[C@H]3[C@H]2[C@@]2(C)C(=O)N(CC3CC3)C(=O)N2C1=O,2%,-1%,x,x
CCCC(=O)c1c(NC(C)C)cc(C)oc1=O,1%,0%,-14,0
COc1ccc(S(=O)(=O)N(Cc2ccc(OC)c(OC)c2)Cc2ccco2)cc1,-9%,-7%,3,12
COc1ccc(Cl)cc1NS(=O)(=O)c1cc(Cl)ccc1OC,-7%,-5%,1,9
CC1CCC/C(=N\NC(=O)COc2ccc(Cl)cc2Cl)C1 (stereo not drawn),-5%,-9%,-1,-1
O=C(Cn1nc(C(F)F)cc1C(F)F)NNC(=S)Nc1ccc(F)cc1,-2%,34%[activator],-27,4
COc1ccc(-c2cc(C(F)(F)F)nc(SCC(N)=O)n2)cc1,-4%,3%[11.4 µM],u,-3[1.84 µM]
c1ccc2sc(SCSc3nc4ccccc4s3)nc2c1,-2%[11.4 µM],8%[11.4 µM],x,x
CC(OC(=O)c1nn(C)c(=O)c2ccccc12)C(=O)NCc1ccc2c(c1)OCO2 (stereo not drawn),-11%,5%,-23,8
CCSc1ncc(C#N)c(=O)[nH]1,0%,0%,8,4
CCN1CCN(c2ncc(C(=O)Nc3ccccc3C(=O)OC)c3ccccc23)CC1,1%,15%,21,12
COc1ccc(/C=N/OCC(=O)N=Nc2c(O)[nH]c3ccc(Br)cc23)cc1OC,3%,x,32,x
N#Cc1cn(CCCOc2ccccc2)c2ccccc12,-6%,x,8,12
O=C(O)COc1ccccc1/C=C1\SC(=S)N(/N=C/c2ccccc2O)C1=O,-9%,x,-13,x
COc1cc(NC(=O)Cn2c(=O)n(-c3cccc(C)c3)c(=O)c3c(C)c(C)sc32)cc(OC)c1,1%,x,u,-8
Cc1nnsc1C(=O)Nc1ccc(Cl)cc1Cl,-14%,9%,27,u
Cc1nc2cc(-c3ccccc3)nn2c(C)c1CCC(=O)N1CCN(c2ccccn2)CC1,1%,5%,u,-6
CC(C)NC(=O)NC(=O)COC(=O)CCOc1ccccc1,1%,1%,-18,-6
CCC(OC(=O)c1nsc(Cl)c1Cl)C(=O)NCc1ccco1 (stereo not drawn),-1%,1%,-16,-7
CCC(=O)NC(O)C(=O)c1ccc(C)cc1 (stereo not drawn),2%,4%,u,-1
Cc1ccc(C2=CSC3=NCCN23)c(C)c1,-4%,-12%,22,1
CCCn1c(NCc2c[nH]c3ccccc23)nc2ccccc21,-6%,40%[activator],3,-1
# Remaining list, next part.
SMILES,12-hLO inh,ALOX15B inhib,PNC inhibitor,IMPase cell inh
O=C(O)c1cccc(S(=O)(=O)NCC2CCCO2)c1 (stereo not drawn),0%,1%,25,-14
Cc1cccc(COC[C@H](Cc2ccccc2)N2CCN(C(=O)c3cccc(Cl)c3)CCC2=O)c1,-1%[0.00818 µM],11%[0.0915 µM],x,x
O=C1CC(c2ccccc2)CC(O)=C1C=NCC1CCCO1 (stereo not drawn),-4%,-4%,12,-4
O=C(CN1CCN(S(=O)(=O)c2ccc(Cl)cc2)CC1)NC(=O)NC1CCCCC1,5%,10%,30,5
Cc1cc(C)nc(NC(=O)COc2cc(Cl)cc(Cl)c2)n1,1%,3%,11,-2
O=C(N/N=C/C=C/c1ccccc1[N+](=O)[O-])c1cc(-c2ccccc2)n[nH]1,2%,x,-22,x
CCn1c(SCc2nnc(-c3ccccc3)o2)nc2c1c(=O)n(C)c(=O)n2C,-3%,-5%,-1,6
COc1ccc(CC(C)N2CCN(Cc3ccccc3)CC2)c(OC)c1 (stereo not drawn),2%,17%[11.4 µM],8,10[1.84 µM]
COc1cc(/C=N\Nc2ccc([N+](=O)[O-])cc2)ccc1OCC(=O)Nc1ccc(C)c(C)c1,-10%,u,5,0
O=C(Nc1ccccc1)C1CC=CCC1C(=O)OCC1CCCO1 (stereo not drawn),-18%,-6%,51,7
CCOc1ncccc1C(=O)OCC(=O)Nc1cccc(C(C)=O)c1,5%,-11%,-4,4
Nc1[nH]c(=O)nc2c1ncn2[C@H]1O[C@@H](CO)[C@@H](O)[C@@H]1O,0%[11.4 µM],-2%[11.4 µM],x,x
COc1ccc(-c2ccnc3nc(Sc4ncc(C(F)(F)F)cc4Cl)nn23)cc1,-11%,-5%,-30,10
O=C(CSc1nnc2ccccn12)c1ccccc1,1%,1%,u,-1
Cc1ccc(C)c(NC(=S)c2nc3ccccc3s2)c1,-1%,x,19,x
O=C(COC(=O)COc1ccccc1Cc1ccccc1)Nc1cccnc1Cl,-2%,x,-14,x
Cc1cc(=O)n(C(NC(=O)c2ccccc2)C(=O)c2ccccc2)cn1 (stereo not drawn),0%,x,54,10
N#Cc1c(-c2ccccc2)nc(N2CCCCCC2)[nH]c1=O,11%,-2%,-13,-12
O=C(c1ccc(COc2c(F)c(F)c(F)c(F)c2F)o1)N1CCN(Cc2ccc3c(c2)OCO3)CC1,-2%,x,105,-5
CN(Cc1ccccc1)C(=O)c1cccc(NC(=O)c2ccco2)c1,6%,-2%,23,7
CCC(C)c1ccccc1OCCCCN1CCCC1 (stereo not drawn),17%,x,9,x
CCn1c(COc2ccc(C)cc2)nnc1SCc1nc2ccccc2[nH]1,-6%,52%[activator],-8,-16
O=C(/C=C/c1cccs1)Nc1ccc(Br)cn1,2%,x,u,5
CCN(CC)CCN(Cc1cc2cc(C)ccc2[nH]c1=O)C(=S)NCc1ccco1,-4%,x,-9,x
O=C(N=Nc1c(O)n(Cc2ccccc2)c2ccccc12)c1cc2ccccc2cc1O,-2%,x,3,x
O=C(CSc1nnnn1C1CC2CCC1C2)Nc1ccnc2ccccc12 (stereo not drawn),0%,0%,-15,17
Cc1ccc(NC(=O)CSc2nnc(-c3ccncc3)n2N)cc1C,-4%,2%,18,1
COc1ccc(C(=O)N2CCC(C(=O)Nc3ccc(OC)c(OC)c3)CC2)cc1,-1%,4%,-2,2
O=C(/C=C/c1ccncc1)c1ccc(NC(=O)c2ccccc2F)cc1,-2%,x,49,x
CC(C)S,2%,-5%,x,x
COc1ccc(Cn2nnnc2C(c2cc3cc(C)cc(C)c3[nH]c2=O)N2CCOCC2)cc1 (stereo not drawn),-2%,8%[2.29 µM],u,10
COc1ccc(NC(=O)c2c(C(F)(F)F)nn(C)c2SCc2ccccc2Cl)cc1,2%,x,85,16
O=C(NCCOc1ccccc1)c1n[nH]c(=O)c2ccccc12,-5%,9%[2.29 µM],u,14
c1ccc(-c2nnc(CSc3nnc(-c4ccncc4)n3Cc3ccco3)o2)cc1,-1%,-1%,-6,-14
Cc1ccc(CNc2ccc3c(c2)ncn3C)cc1,2%,21%,-3,0
NCCc1nnc(SCc2ccccc2)o1,5%,-2%,u,-1
CC(=O)NCCOc1c(C)cc(S(N)(=O)=O)cc1C,-5%,4%,-3,-7

# Part of the list above in order of SMILES length, largest number first.
SMILES,12-hLO inh,ALOX15B inhib,PNC inhibitor,IMPase cell inh
COc1ccc(Cn2nnnc2C(c2cc3cc(C)cc(C)c3[nH]c2=O)N2CCOCC2)cc1 (stereo not drawn),-2%,8%[2.29 µM],u,10
COc1ccc(NC(=O)c2c(C(F)(F)F)nn(C)c2SCc2ccccc2Cl)cc1,2%,x,85,16
COc1ccc(C(=O)N2CCC(C(=O)Nc3ccc(OC)c(OC)c3)CC2)cc1,-1%,4%,-2,2
c1ccc(-c2nnc(CSc3nnc(-c4ccncc4)n3Cc3ccco3)o2)cc1,-1%,-1%,-6,-14
O=C(/C=C/c1ccncc1)c1ccc(NC(=O)c2ccccc2F)cc1,-2%,x,49,x
CCn1c(COc2ccc(C)cc2)nnc1SCc1nc2ccccc2[nH]1,-6%,52%[activator],-8,-16
O=C(CSc1nnnn1C1CC2CCC1C2)Nc1ccnc2ccccc12 (stereo not drawn),0%,0%,-15,17
Cc1ccc(NC(=O)CSc2nnc(-c3ccncc3)n2N)cc1C,-4%,2%,18,1
O=C(NCCOc1ccccc1)c1n[nH]c(=O)c2ccccc12,-5%,9%[2.29 µM],u,14
CC(=O)NCCOc1c(C)cc(S(N)(=O)=O)cc1C,-5%,4%,-3,-7
O=C(/C=C/c1cccs1)Nc1ccc(Br)cn1,2%,x,u,5
CCC(C)c1ccccc1OCCCCN1CCCC1 (stereo not drawn),17%,x,9,x
NCCc1nnc(SCc2ccccc2)o1,5%,-2%,u,-1
CC(C)S,2%,-5%,x,x

# Two entries from above, tab-delimited.
molecule	12-hLO inh	ALOX15B inhib	PNC inhibitor	IMPase cell inh
COc1ccc(/C=N/OCC(=O)N=Nc2c(O)[nH]c3ccc(Br)cc23)cc1OC	3%	x	32	x
N#Cc1cn(CCCOc2ccccc2)c2ccccc12	-6%	x	8	12

# Some of the compounds tested; count on the stated rates, not on these rows.
